Source: PubChem BioAssay
NTR1 agonist – NTR1-driven beta-arrestin-GFP spot formation – imaging, U2OS cells, high content, primary screen (AID 493036); P30989; hit rate 0.17% among 330,000; activation, % at 20 µM; agonist mode;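 active means activation at or above 40% of the spot to cytoplasm intensity ratio, with at least 20 cells analyzed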;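 further: 0% = DMSO without peptide and 100% = 100 nM NTR1 peptide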
Target sequence (P30989 whole entry, looked up): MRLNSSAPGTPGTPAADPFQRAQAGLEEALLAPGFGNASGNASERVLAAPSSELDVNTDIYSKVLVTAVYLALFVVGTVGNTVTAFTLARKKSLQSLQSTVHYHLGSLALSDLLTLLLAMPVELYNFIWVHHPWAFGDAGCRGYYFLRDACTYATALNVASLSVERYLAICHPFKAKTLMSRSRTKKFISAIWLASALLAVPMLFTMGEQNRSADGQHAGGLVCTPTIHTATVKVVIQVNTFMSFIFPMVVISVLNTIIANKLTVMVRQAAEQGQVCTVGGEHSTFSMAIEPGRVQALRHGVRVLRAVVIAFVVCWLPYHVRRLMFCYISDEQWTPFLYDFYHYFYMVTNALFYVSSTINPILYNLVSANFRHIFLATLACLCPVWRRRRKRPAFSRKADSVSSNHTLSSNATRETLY
NOD1 NF-kB reporter – NOD1 signaling inhibitors, primary screen, cell-based, luminescence, uHTS (AID 1578); NOD1-driven NF-kB luciferase reporter cells, luminescence; higher % means a stronger effect; one-dose inhibition, % at 4 µM; EC50 in µM for titrated hits; hit rate 1% among 290,000; in the data active means inhibition mostly above about 36%, no sharp cut-off; inactive means mostly below about 34%;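 further: HEK-293T reporter cells stimulated with the NOD1 agonist gamma-tri-DAP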
HEK293 NOD2/NF-kB – NOD2 signaling inhibitors, cell-based, luminescence, uHTS, HEK293 (AID 1566); HEK293 NOD2/NF-kB luciferase reporter, luminescence; higher % means a stronger effect; hit rate 0.63% among 290,000; inhibition, % at 4 µM; hits with a dose series show EC50 in µM; further: many of its hits are not listed in these tables
KOR beta-arrestin-1 – KOR antagonists, beta-arrestin recruitment, cell-based, luminescence, uHTS (AID 1778); KOR beta-arrestin recruitment, luminescence, antagonist mode; higher % means a stronger effect; one-dose inhibition, % at 10 µM; IC50 in µM for titrated hits; hit rate 0.091% among 290,000; further: strong numbers were not always called active
KOR beta-arrestin-2 – KOR agonists, beta-arrestin recruitment, primary screen, cell-based, luminescence, uHTS (AID 1777); KOR beta-arrestin recruitment, luminescence; higher % means a stronger effect; activation, % at 10 µM; hits with a dose series show EC50 in µM; hit rate 0.02% among 280,000; in the data active means activation above about 50%, passing the limit was not always enough; further: a part of the inactive calls stands beside numbers as strong as those of hits
GPR55 beta-arrestin – GPR55 agonists via beta-arrestin recruitment, primary screen, imaging, U2OS cells, beta-arrestin-GFP redistribution (AID 1961) | U2OS GPR55 beta-arrestin-GFP redistribution imaging; higher % means a stronger effect | activation, % at 10 µM; hits with a dose series show EC50 in µM | hit rate 0.048% among 290,000;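 active means activation above 40% with more than 50 cells counted in the well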;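 further: U2OS osteosarcoma cells stably expressing GPR55 and beta-arrestin-GFP; plate controls were DMSO negative control for no effect and LPI positive control for full effect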
T cell HTS – modulates CD8 T cell binding to vesicles; hit rate 0.068% among 330,000; calls only at 7 µM; 2C CD8+ T cell-vesicle binding, flow cytometry; active compounds read low; AID 2052;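 active means response, share of CD8 T cells binding vesicles, and their 90th percentile fluorescence all below set limits, cut at about 80% in these data, passing the limit was not always enough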
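Benchmarks: naked versus QL9-loaded vesicles / Assay system: purified 2C TCR transgenic mouse naive CD8+ T cells / Technique: high-throughput flow cytometry with anti-B7-1 and anti-CD8 staining / Timing: Cell–vesicle co-incubation 1.5 h at 37 °C, staining 20 min on ice / Read-out: percent CD8+ FL2 mean versus row control / Probe or stimulus: QL9-loaded Drosophila micro-vesicles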
GPR55 antagonists – inhibition of LPI-stimulated GPR55 beta-arrestin translocation – imaging, U2OS, beta-arrestin-GFP, LPI agonist, primary screen (AID 2013) | inhibition, % at 10 µM; hits with a dose series show IC50 in µM | hit rate 0.13% among 290,000 | U2OS GPR55 beta-arrestin-GFP translocation imaging, LPI antagonism; higher % means a stronger effect;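 active means spots per cell inhibited over 60%, with over 100 cells counted and total cytoplasm intensity under 500,000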;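 further: U2OS cells stably carrying GPR55 and arrestin-GFP stimulated by 5 µM LPI near EC80; imaged beta-arrestin-GFP aggregate spots per cell after agonist stimulation; plate controls were LPI-stimulated DMSO wells for no effect and DMSO wells without LPI for full effect; some results filed as inactive read as strong as hits; confirmed hits need IC50 under 10 µM and bright autofluorescent wells are also inconclusive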
Myeloid diff 2 – compounds promoting myeloid differentiation; ER-HoxA9 myeloid progenitors, lysozyme-GFP differentiation, flow cytometry; calls only at 10 µM; hit rate 1% among 360,000;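 active means normalized GFP-positive differentiation at or above the plate's own cutoff, the solvent-only control mean plus 3 SD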;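 further: cells exposed to compound for four days before flow analysis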
T cell HTS vesicle-bound % – further read-out of T cell HTS, marked with its call; double positive events, %; measured here: CD8+ vesicle-bound cell fraction;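 binding gate set so that unloaded-vesicle control wells show 10% double positive cells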
NTR1 agonist cell count 20 µM – recorded beside NTR1 agonist, whose call it bears; cell count; measured here: cell count, cytotoxicity flag
Myeloid diff 2 GFP+ MAC1+ % – also measured in Myeloid diff 2; calls as there; GFP+ MAC1+ double positive, %; measured here: differentiation confirmed by MAC1 staining
An asterisk follows results filed as active; i = inactive; . = not tested or not shown; [ ] = remark or other dose. Unless noted, no stated cut-off is given here; in the data, active means inhibition above about 50%; inactive means the rest. These rows are one share of the data (hit frequency here may not be typical).

SMILES	NTR1 agonist	NTR1 agonist cell count 20 µM	NOD1 NF-kB reporter	HEK293 NOD2/NF-kB	KOR beta-arrestin-1	KOR beta-arrestin-2	GPR55 beta-arrestin	T cell HTS	T cell HTS vesicle-bound %	GPR55 antagonists	Myeloid diff 2	Myeloid diff 2 GFP+ MAC1+ %
O=C(CN(CC1CCCO1)C(=O)CNS(=O)(=O)c1ccc(Cl)cc1)NCc1ccccc1 (configuration not stated)	-1.1	58	-23%	0%	-29%	2.0%	0.3%	i	33	17%	i	0.8
Cc1[nH]c(C(=O)N/N=C/c2ccc(N(C)C)cc2)c(C)c1C(=O)N/N=C/c1ccc(N(C)C)cc1	1.1	48	-23%	14%	-6%	-4.1%	-0.5%	i	19	-4%	i	1.2
CC(C)CC(NC(=O)c1cccc(Cl)c1)C(=O)O (configuration not stated)	-1.4	34	-30%	-4%	-16%	1.1%	0.7%	i	43	12%	i	0.2
CCC1C/C(=C/c2ccco2)C(=O)/C(=C/c2ccco2)C1 (configuration not stated)	.	.	4%	8%	28%	-1.4%	-0.3%	i	45	10%	.	.
Cn1c(-c2ccccc2)c(C(=O)CC#N)c2ccccc21	-0.1	40	-30%	13%	-23%	-0.4%	-0.3%	i	48	10%	i	0.1
Cc1cccc(N2CCN(C(=O)CSc3ccsc3[N+](=O)[O-])CC2C)c1 (configuration not stated)	4.5	53	-13%	-3%	5%	6.6%	-0.3%	i	20	3%	i	0.3
CC1(C)CC(NCc2ccccc2)CCO1 (configuration not stated)	-1.1	65	-16%	8%	-5%	-1.1%	-0.3%	i	33	3%	i	0.8
CC(=O)Oc1ccc(C(=O)N2c3ccccc3NC(=O)C2C)cc1 (configuration not stated)	0.6	78	-12%	6%	-10%	-0.8%	0.0%	i	63	8%	i	1.1
CN(C)/C=N/c1nc2nccc(-c3ccccc3)n2n1	0.3	46	-49%	-2%	-43%	3.9%	0.3%	i	30	-4%	i	0.2
Cc1ccc2nc(-c3cc(-c4ccccc4)no3)cn2c1	1.0	49	-5%	-150%	13%	-0.6%	0.1%	i	26	19%	i	0.4
CCOC(=O)c1cnn(-c2ccccc2)c1-n1cccc1C(=O)C(=O)Nc1ccc(F)cc1	2.4	59	12%	9%	12%	-2.6%	-0.1%	i	31	9%	i	0.6
CC(=O)N1[C@H](Cc2ccccc2)C=C[C@]1(C)C(=O)NCc1ccc(C)o1	1.2	86	100%*	-9%	33%	-1.3%	-0.3%	i	21	7%	i	1.5
O=[N+]([O-])c1cccc(-c2nnc(C34CC5CC(CC(C5)C3)C4)o2)c1	5.4	53	3%	12%	51%	-1.5%	-0.4%	i	19	2%	i	0.4
Cc1cccc(CSc2ncnc3nc[nH]c23)c1	-2.8	55	-13%	13%	4%	-4.9%	0.6%	i	42	-3%	i	2.0
COCc1cc(C)nc(NC2CC(C)(C)NC(C)(C)C2)c1C#N	-0.4	77	-7%	-16%	7%	-5.0%	1.8%	i	44	13%	i	0.2
Cc1ccc(CNC(=O)/C=C/c2ccc(S(=O)(=O)N3CCOCC3)cc2)cc1	-0.4	42	-10%	26%	27%	-2.2%	0.0%	i	42	13%	i	0.4
COc1ccc(SCC(=O)Nc2ccccc2Cl)cc1	1.0	53	-16%	9%	-22%[20 µM]	2.0%	-0.1%	i	37	9%	i	0.1
CN(C)CCN(C(=O)c1ccc2ccccc2c1)c1nc2ccc(F)cc2s1	-0.9	58	-19%	-1%	-24%	0.2%	0.2%	i	40	-3%	i	0.4
O=C(CCn1cccc1)NC1CCCc2ccccc21 (configuration not stated)	0.4	33	-12%	7%	16%	-5.9%	-0.1%	i	22	17%	i	0.7
Cc1cc(N2CCN(S(=O)(=O)c3ccccc3)CC2)nc2c(C)cccc12	4.4	66	6%	8%	3%	-2.4%	0.3%	i	27	6%	i	2.2
COc1ccc(-n2sc3c(c2=S)-c2cc(OC)ccc2NC3(C)C)cc1	14	39	0%	22%	-26%	-0.5%	0.2%	i	41	11%	i	0.3
CCc1nnc(NC(=O)c2ccc(OCc3c(C)noc3C)c(OC)c2)s1	-1.1	38	-15%	-9%	-14%	6.9%	-0.3%	i	42	12%	i	0.4
COc1ccc(NC(=O)CCc2nnc3ccc(N4CCC5(CC4)OCCO5)nn23)cc1	-1.0	53	-29%	3%	-12%	-1.3%	0.2%	i	22	3%	i	0.0
N#CCc1c(C#N)c(N)nc(N2CCN(S(=O)(=O)c3ccccc3F)CC2)c1C#N	0.1	63	-8%	-8%	-19%	0.3%	-0.1%	i	27	5%	i	1.5
Cc1cc(-c2nnc(SCC(=O)c3ccc(F)cc3)o2)no1	0.9	81	-6%	18%	.	-0.8%	-0.4%	i	60	6%	i	0.3
COC(C(=O)Nc1ccccc1F)c1ccccc1 (configuration not stated)	-0.7	49	-16%	7%	3%	-5.6%	0.2%	i	39	15%	i	0.8
COc1ccc(Cl)cc1NC(=O)NC(C)C	1.5	76	-18%	-3%	-34%[20 µM]	-1.5%	-0.1%	i	50	-2%	i	0.3
COc1ccc(C(=O)Nc2nnc(S(=O)(=O)N(C)Cc3ccccc3)s2)cc1	0.9	54	-16%	19%	-38%	5.2%	0.2%	i	3	-11%	i	6.0
Cc1oc2c(cc(NS(=O)(=O)c3ccc(F)cc3)c3ccccc32)c1C(=O)O	0.4	38	-22%	16%	-2%	-2.2%	0.4%	i	19	-16%	i	0.7
Cc1ccc(/C=C/C(=O)Nc2sc3c(c2C#N)CCCC3)o1	-1.1	95	-22%	6%	-32%	4.1%	0.2%	i	55	-11%	i	0.8
CCOC(=O)N1CCN(C(=O)C(C)N(c2ccccc2)S(C)(=O)=O)CC1 (configuration not stated)	-0.6	33	-14%	28%	-16%	-6.2%	0.1%	i	26	-4%	i	0.4
CC(=O)c1cccc(-n2nnnc2SCC(=O)N2CCCC2)c1	-0.6	48	-29%	-9%	14%	-3.3%	0.1%	i	42	5%	i	1.3
COc1ccc(C(=O)O)cc1NC(=S)NC(=O)Cc1ccc(Cl)cc1	-0.3	42	-11%	2%	-24%	-0.2%	-0.1%	i	19	-6%	i	0.5
CCOC(=O)CC(=O)CSc1ncnc2c1oc1ccccc12	0.6	36	14%	4%	6%	-2.6%	0.2%	i	63	-7%	i	0.5
O=C1C=CC(=O)N1Cc1ccccc1	3.4	76	25%	5%	5%[20 µM]	-2.2%	0.3%	i	45	-45%	i	1.9
Cc1ccc(S(=O)(=O)NNC(=O)CCCCC(=O)NNS(=O)(=O)c2ccc(C)cc2)cc1	0.2	32	-34%	10%	-31%	-3.9%	-0.5%	i	36	4%	i	0.3
O=C(COc1ccc(S(=O)(=O)N2CCOCC2)cc1Cl)NCc1ccco1	-0.5	51	-24%	-4%	-32%	-2.0%	-0.1%	i	29	7%	i	0.6
CN(Cc1ccccc1)c1ccc(C(CC(N)=O)NC(=O)c2ccccc2)cc1[N+](=O)[O-] (configuration not stated)	-8.0	53	4%	32%	-1%[20 µM]	-1.0%	-0.2%	i	9	2%	i	0.6
O=C1OCCC1N1C(=O)c2ccccc2S1(=O)=O (configuration not stated)	1.8	45	-8%	-5%	27%	0.6%	-0.2%	i	27	-3%	i	0.7
O=C(Nc1ccc(/C=C/c2nc3ccccc3o2)cc1)c1c(F)cccc1F	5.2	79	-1%	-133%	12%	-0.3%	0.0%	i	10	-14%	i	0.3
CCC1=C(OC(=O)N(CC)CC)N2C(=O)OC(=NCC(=O)OC)[C@]2(Cc2ccccc2)[C@H]2C1=CC[C@H]1C(=O)N(c3ccccc3)C(=O)[C@H]12	4.3	54	-17%	-13%	15%	0.1%	-0.1%	i	11	-2%	i	1.8
CCCCc1ccc(Nc2nc(CCC)cc(=O)[nH]2)cc1	16	58	-18%	3%	37%	-4.3%	-0.1%	i	62	-1%	i	0.2
CCOc1nc(C#N)nc(N2CCCCC2)n1	.	.	-12%	-13%	-26%	-2.9%	0.7%	.	.	-16%	i	0.0
CCOc1ccc(S(=O)(=O)N2CCC(C(=O)NC3CC3)CC2)cc1Cl	1.2	52	-20%	11%	-35%	4.2%	0.0%	i	14	-2%	i	5.5
O=C(NCc1ccccc1)C1CCCC1	0.1	40	68%*	21%	-30%[20 µM]	5.4%	0.4%	i	55	-2%	.	.
Cc1c(CCC(=O)NCC(=O)O)c(=O)oc2cc3occ(-c4ccccc4)c3cc12	-0.3	82	2%	2%	-23%	0.8%	0.8%	i	24	-3%	i	0.4
Cc1cccc(C(=O)N(Cc2cccs2)C2CCS(=O)(=O)C2)c1 (configuration not stated)	0.0	75	4%	7%	-26%	-5.4%	-0.1%	i	52	-1%	i	6.2
CC(Sc1nnnn1C)C(=O)Nc1ccc2c(c1)OCCO2 (configuration not stated)	0.1	24	-34%	-16%	-8%	0.1%	-0.4%	i	16	3%	i	0.2
O=c1cc(O)c2sc3nc(C(F)(F)F)c4c(c3c2[nH]1)CCCCC4	-0.4	45	8%	0%	-39%	4.6%	-0.4%	i	49	-2%	i	0.4

Part of the list above in a different format.
| Compound | NTR1 agonist | NTR1 agonist cell count 20 µM | NOD1 NF-kB reporter | HEK293 NOD2/NF-kB | KOR beta-arrestin-1 | KOR beta-arrestin-2 | GPR55 beta-arrestin | T cell HTS | T cell HTS vesicle-bound % | GPR55 antagonists | Myeloid diff 2 | Myeloid diff 2 GFP+ MAC1+ % |
| --- | --- | --- | --- | --- | --- | --- | --- | --- | --- | --- | --- | --- |
| CCCCc1ccc(Nc2nc(CCC)cc(=O)[nH]2)cc1 | 16 | 58 | -18% | 3% | 37% | -4.3% | -0.1% | i | 62 | -1% | i | 0.2 |
| O=C(NCc1ccccc1)C1CCCC1 | 0.1 | 40 | 68%* | 21% | -30%[20 µM] | 5.4% | 0.4% | i | 55 | -2% | . | . |
| O=c1cc(O)c2sc3nc(C(F)(F)F)c4c(c3c2[nH]1)CCCCC4 | -0.4 | 45 | 8% | 0% | -39% | 4.6% | -0.4% | i | 49 | -2% | i | 0.4 |
| CCOc1ccc(S(=O)(=O)N2CCC(C(=O)NC3CC3)CC2)cc1Cl | 1.2 | 52 | -20% | 11% | -35% | 4.2% | 0.0% | i | 14 | -2% | i | 5.5 |
